Assay outcomes from PubChem BioAssay.
Lipid storage S3 = qHTS Assay for Lipid Storage Modulators in Drosophila S3 Cells; Drosophila S3 cells, BODIPY lipid droplet fluorescence, 18-24 h; cells fed with added oleic acid; 320,000 tested, 0.64% active; lipid storage change, negative = inhibition, % at the top dose, mostly 46.1 µM; hits show Potency in µM; AID 2685, 2010; active = well fitted inhibition curve with a large enough effect in the signal ratio, with a control signal flat, not every such curve was filed as active; inconclusive = small, poorly fitted or top-dose-only effect, or effect the other way, or a change in a side signal; the % refers to the signal ratio
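Drosophila S3 cells loaded with oleic acid (400 uM, as added) and compounds at several concentrations; lipid droplets imaged by 488-nm laser-scanning cytometry, 500–530 nm intensity and object ratio to cell channel. Percent activity normalized to 20 uM Triacsin C.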
Lipid storage S3 cell count max = also measured in Lipid storage S3; calls as there; cell number change, %; measured here: cell count max response;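 cells counted by Cell Tracker Red CMTPX staining in the red channel; peak over a dose series mostly up to 46.1 µM; percent activity relative to internal control wells on each plate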
An asterisk follows results filed as active; i = inactive; ? = inconclusive; / = no result given; [ ] = dose if it differs, or a comment. % is set by controls: 0 for no effect and ±100 for the full control effect; potency is the fitted concentration of half-maximal effect. This is a subset, so the mix of outcomes need not match the whole.

SMILES	Lipid storage S3	Lipid storage S3 cell count max
O=C1N=C(N2CCCCC2)S/C1=C\c1ccccc1F	?	/
Cc1ccc(OC/C(=N\O)C(C)(C)C)c([N+](=O)[O-])c1	-0.2%	22.2
O=[N+]([O-])c1ccc(N2CCN(C(=S)NCc3ccc(Cl)cc3)CC2)cc1	?	/
Cc1cc(C)nc(OC(C(=O)O)C(OCc2ccccc2)(c2ccccc2)c2ccccc2)n1 (configuration not stated)	14.5%	-6.5
COc1ccc(N=c2scc(C)n2CCCN2CCCC2=O)cc1	?	/
O=C(NC(=S)N1CCN(c2nc(-c3ccccc3)cs2)CC1)c1cccnc1	?	/
CC(=O)N1CCc2cc(S(=O)(=O)NC(Cc3ccccc3)C(=O)O)ccc21 (configuration not stated)	i	/
CC(NS(=O)(=O)c1ccccc1)C(N)=O (configuration not stated)	?	/
N#Cc1ccc(NC(=O)CSc2nc3[nH]c(=O)cc(O)c3s2)cc1	?	/
CN(CC(=O)Nc1ccc(F)cc1)C(=O)COC(=O)C1=COCCO1	3.7%	-11.5
CCOc1cc(C(=O)N/N=C/c2ccoc2)cc(OCC)c1OCC	i	9.8
NC(=O)c1ccccc1NS(=O)(=O)c1ccc2c(c1)OCCO2	?	/
CCOc1ccc(-n2c(CCc3ccccc3)n[nH]c2=S)cc1	23.8%	13.6
Cc1ccc(C2(c3ccccc3)NC(=O)N(CC(=O)N(C)C3CCS(=O)(=O)C3)C2=O)cc1C (configuration not stated)	i	-10.3
CC(C)C[C@@H](CSc1ccccc1)N1CCN(CC(C)C)CCC1=O	-9.0%	/
Cc1cccc(-n2c(O)c(C=Nc3ccc(O)cc3)c3ccccc3c2=O)n1	?	/
Cc1cc(C)nc(NC(=O)C2c3ccccc3Oc3ccccc32)n1	2.3%	17.7
COc1ccc(Nc2nc(N)nc(CSc3nccn3C)n2)cc1	?	/
CCOC(=O)c1ccc(NC(=S)NN)cc1	1.7%	4.2
COc1cccc(-c2nc(COc3ccc(Cl)cc3Cl)no2)c1	-6.0%	/

18 entries from above, with two lines to a compound:
Each structure is followed by: Lipid storage S3	Lipid storage S3 cell count max
O=[N+]([O-])c1ccc(N2CCN(C(=S)NCc3ccc(Cl)cc3)CC2)cc1
 : ?	/
Cc1cc(C)nc(OC(C(=O)O)C(OCc2ccccc2)(c2ccccc2)c2ccccc2)n1 (configuration not stated)
 : 14.5%	-6.5
COc1ccc(N=c2scc(C)n2CCCN2CCCC2=O)cc1
 : ?	/
O=C(NC(=S)N1CCN(c2nc(-c3ccccc3)cs2)CC1)c1cccnc1
 : ?	/
CC(=O)N1CCc2cc(S(=O)(=O)NC(Cc3ccccc3)C(=O)O)ccc21 (configuration not stated)
 : i	/
CC(NS(=O)(=O)c1ccccc1)C(N)=O (configuration not stated)
 : ?	/
N#Cc1ccc(NC(=O)CSc2nc3[nH]c(=O)cc(O)c3s2)cc1
 : ?	/
CN(CC(=O)Nc1ccc(F)cc1)C(=O)COC(=O)C1=COCCO1
 : 3.7%	-11.5
CCOc1cc(C(=O)N/N=C/c2ccoc2)cc(OCC)c1OCC
 : i	9.8
NC(=O)c1ccccc1NS(=O)(=O)c1ccc2c(c1)OCCO2
 : ?	/
CCOc1ccc(-n2c(CCc3ccccc3)n[nH]c2=S)cc1
 : 23.8%	13.6
Cc1ccc(C2(c3ccccc3)NC(=O)N(CC(=O)N(C)C3CCS(=O)(=O)C3)C2=O)cc1C (configuration not stated)
 : i	-10.3
CC(C)C[C@@H](CSc1ccccc1)N1CCN(CC(C)C)CCC1=O
 : -9.0%	/
Cc1cccc(-n2c(O)c(C=Nc3ccc(O)cc3)c3ccccc3c2=O)n1
 : ?	/
Cc1cc(C)nc(NC(=O)C2c3ccccc3Oc3ccccc32)n1
 : 2.3%	17.7
COc1ccc(Nc2nc(N)nc(CSc3nccn3C)n2)cc1
 : ?	/
CCOC(=O)c1ccc(NC(=S)NN)cc1
 : 1.7%	4.2
COc1cccc(-c2nc(COc3ccc(Cl)cc3Cl)no2)c1
 : -6.0%	/

(cont.)
SMILES	Lipid storage S3	Lipid storage S3 cell count max
Cn1nnnc1SCCNCc1ccc(Cl)cc1	-18.8%	-9.0
CCCc1nnc(NC(=O)CCN2C(=O)c3ccccc3C2=O)s1	i	-2.2
CCOc1cc(/C=C2\SC(=Nc3ccc(CC)cc3)NC2=O)ccc1OCC(=O)O	2.5%	-18.0
Cc1cc(NC(=O)c2ccc3c(c2)OCO3)no1	?	/
CCC1(C)Cc2c(sc(NC(=S)NC(=O)c3ccccc3)c2C#N)CO1 (configuration not stated)	8.0%	15.1
O=C(NCc1ccc(OC(F)(F)F)cc1)C1CC2Cn3c(nc4ccccc43)C2N1Cc1ccccc1 (configuration not stated)	22.2%	-16.5
CC1(C)CC2c3cccc(C(=O)O)c3C(=O)N2c2c1ccc1ccccc21 (configuration not stated)	?	/
CC12CC(NC(=O)N1c1cccc(C(=O)N3CCN(c4ccccc4F)CC3)c1)c1ccccc1O2 (configuration not stated)	?	/
Cc1ccc(S(=O)(=O)NN2C(=O)c3ccccc3NC2c2ccccc2)cc1 (configuration not stated)	0.9%	14.4
CCc1ccccc1NC(=S)N(CCOC)C(C)c1ccco1 (configuration not stated)	?	/
Cc1ccsc1C1C2=C(CC(C)(C)CC2=O)Nc2ncnn21 (configuration not stated)	?	/
Cc1cccc(C)c1Nc1nnc(SCC(=O)NC2CCS(=O)(=O)C2)s1 (configuration not stated)	?	/
COC(=O)[C@@]1(C)CC[C@]2(C)CC[C@@]3(C)C(=CC(=O)C4[C@@]5(C)CC[C@H](O)C(C)(C)[C@@H]5CC[C@]43C)[C@H]2C1 (some centres not stated)	0.2%	3.9
O=C(CCS(=O)(=O)c1ccc(Br)s1)NC1CCCC1	?	/
NC(=O)CC(NC(=O)c1ccccc1)c1ccc(NCc2ccccc2)c([N+](=O)[O-])c1 (configuration not stated)	-14.0%	1.2
Cc1ccc(-c2nnc(N3CC(C)OC(C)C3)c3ccccc23)cc1 (configuration not stated)	i	/
O=C(CNC(=O)c1cccnc1)N=Nc1c(O)[nH]c2c(Br)cc(Br)cc12	?	/
O=C(NCc1ccco1)C1CCC(N2C(=O)C3C4CCC(C4)C3C2=O)CC1 (configuration not stated)	?	/
CCCCn1c(-c2ccccc2)cnc1SCC(=O)NCCc1ccc(OC)c(OC)c1	?	/
CCN1C(=C(C#N)C#N)C=Cc2ccccc21	-11.9%	-21.3
Cc1sc(/N=C/c2ccccc2O)c(C#N)c1C	?	/
CCc1ccc(CCC(=O)Nc2ccc(Cl)cc2)o1	?	/
CCc1nc(N(CC)CC)c2oc3ccccc3c2n1	?	/
COC(CN(C(=O)CCl)C(C(=O)NC1CCCCC1)c1ccc(C)cc1)OC (configuration not stated)	-0.5%	-12.5
O=C(CSc1nc2ccccc2c(=O)[nH]1)N1CCN(c2ccccc2)CC1	?	/
CCOC(=O)C1CCN(Cc2ccc(O)c3ncccc23)CC1	?	/
CC1=NN(C(=O)COc2ccccc2)C(O)(c2ccccc2)C1 (configuration not stated)	-3.7%	11.6
COc1ccc(CCN(C(=O)C(F)(F)F)C(C(=O)NC2CCCCC2)c2ccc(C)s2)cc1OC (configuration not stated)	?	/
Cn1c(SCc2ccc(Cl)cc2Cl)nc(C(F)(F)F)cc1=O	?	/
O=c1c2ccccc2ncn1-c1ccc([N+](=O)[O-])cc1Cl	i	-1.4
Cn1c(=O)c2c(nc3n2CC(O)CN3c2ccc(O)cc2)n(C)c1=O (configuration not stated)	26.8%	9.6
CCCc1nc2c(C)cc(C)cc2c(N)c1CC	i	/
C=C(C)C1CC=C(C)/C(=N/Nc2ccccc2[N+](=O)[O-])C1 (configuration not stated)	?	/
CC(=O)N1CCN(c2ccc(NC(=O)c3ccc(Cl)c(Cl)c3)cc2)CC1	-20.3%	-15.5
O=C(CSc1nnc(CNC(=O)c2cccs2)o1)Nc1ccc(F)cc1F	?	/
CNC(C)C#Cc1ccc2oc3cccc(OC)c3c(=O)c2c1 (configuration not stated)	-27.3%	16.5
O=C(NCc1cccnc1)c1cc2nc(-c3ccc4c(c3)OCO4)cc(C(F)(F)F)n2n1	?	/
CN1C(=O)CC(N2CCN(CC(=O)N3CCCC3)CC2)C1=O (configuration not stated)	-17.7%	-1.8
Cc1cc(C)c(/C=N/NC(=O)c2nnn(-c3nonc3N)c2COc2ccc(F)cc2)c(C)c1	-2.4%	3.3
Cc1cc(/C=N/NC(=O)c2ccsc2)c(C)n1-c1cnccn1	9.1%	/
O=C(NCC1CCCO1)c1cccc(S(=O)(=O)Nc2ccc(SC(F)F)cc2)c1 (configuration not stated)	?	/
N#CC1=C(N)C2=CCCC[C@H]2[C@H](c2cccc(F)c2)C1(C#N)C#N	?	/
COc1ccccc1NC(=S)N1CCC(C(=O)c2ccc(F)cc2)CC1	0.7%	/
C[C@H](NC(=O)c1nc[nH]c1C(=O)NC1CCN(C(=O)OC(C)(C)C)CC1)C(=O)OC(C)(C)C	?	/
Cc1cc(C)cc(NC(=O)CSc2nc(CSc3ccc(Cl)cc3)cc(=O)[nH]2)c1	4.6%	13.5
N=c1sccn1CC(=O)Nc1cc(Cl)ccc1[N+](=O)[O-]	?	/
OC(COc1ccccc1)CN1CCN(CC(O)COc2ccccc2)CC1 (configuration not stated)	?	/
CCCn1nnc(NC(=O)C(c2ccccc2)c2ccccc2)n1	3.0%	-0.3
O=S(=O)(NCCC1CC1(Cl)Cl)c1ccccc1 (configuration not stated)	8.3%	9.1
CCC(C)n1c(NC(=O)c2ccccc2)c(C#N)c2nc3ccccc3nc21 (configuration not stated)	-9.8%	-14.4
CC(=O)Nc1ccc(NC(=O)C2CCCN(S(=O)(=O)c3ccc(Cl)cc3)C2)cc1 (configuration not stated)	?	/
O=C(CCCN1C(=O)/C(=C\c2ccco2)SC1=S)Nc1ccc2ccccc2c1	?	/
Cc1ccccc1/C=C1\OC(=O)c2ccccc21	-14.3%	-10.1
COc1ccccc1C(=O)N1C(CC(=O)Nc2cc(Cl)ccc2C)C(=O)NC2CCCCC21 (configuration not stated)	?	/
COc1cc(C(=O)O[C@H]2C/C(C)=C/CC[C@@]3(C)O[C@@H]3[C@H](O)[C@@H]2C(C)C)cc(OC)c1OC	?	/
Cc1cc(NCc2ccncc2)ccc1Br	-1.1%	4.1
CC1CCCCC1NC(=O)Cn1cccc1C(=O)c1ccccc1 (configuration not stated)	?	/
Cc1ccc2c(c1)c(C1=NC(=S)NC1=O)c(O)n2C	0.1%	-1.7
COc1ccc(CCNC(=O)CC2Oc3ccc(Cl)cc3NC2=O)cc1OC (configuration not stated)	?	/
COc1ccc(CC(=O)Nc2ccc(S(=O)(=O)N3CCOCC3)cc2)cc1	?	/

The list continues.
SMILES	Lipid storage S3	Lipid storage S3 cell count max
CCN(C(=O)c1cn(C)c(=O)c2cc(OC)c(OC)cc12)c1cc(OC)ccc1OC	?	/
Cc1ccsc1/C=N/Nc1ncc(Cl)cc1Cl	?	/
COc1cc(/C=C/C(=O)OCC(=O)NC(=O)NC2CCCCC2C)ccc1OC(F)F (configuration not stated)	-14.6%	-6.7
CC(=O)C1=C(C)NC(C)=C(C(C)=O)C1c1cccs1	?	/
CC(=O)Nc1c2c(nn1-c1ccc(C)cc1C)CS(=O)C2 (configuration not stated)	?	/
O=C(OCC(=O)N1CCCC1)c1c[nH]c2ccccc12	?	/
COc1cc(/C=C/C(=O)OCC(=O)NCCN2C(=O)CSC2=O)ccc1OC(F)F	6.1%	1.9
O=C(CCCSc1nc2ccccc2[nH]1)NCc1ccccc1Cl	?	/
CCCCOc1ccc(C(=O)NNC(=O)C2C3CCC(C3)C2C(=O)O)cc1 (configuration not stated)	?	/
O=C(NCCc1csc(-c2cccnc2)n1)c1ccc(Br)o1	?	/
Cc1ccc(-c2ccc(C(=O)O)[nH]2)cc1	3.1%	6.9
O=C(/C=C/c1cccs1)Nc1scc(-c2ccccc2)c1C(=O)O	-7.2%	/
Cc1nn(CC(=O)Nc2cc(S(=O)(=O)N3CCOCC3)ccc2Cl)c(C)c1[N+](=O)[O-]	?	/
Cc1ccc(S(=O)(=O)NC(CCC(N)=O)C(=O)NCc2ccc3c(c2)OCO3)c(C)c1 (configuration not stated)	-14.0%	1.8
COCCN(CCOC)c1ncnc2c1cnn2-c1ccc(Cl)cc1	?	/
CCOc1ccc(CC(=O)Nc2c(C(N)=O)oc3ccc(Br)cc23)cc1OCC	-3.2%[9.22 µM]	-4.1
CCn1c(C)nc2cc(C(=O)NNS(=O)(=O)c3ccc(C)cc3C)ccc21	?	/
C=CCN(CC=C)CCOc1cccc2ccccc12	5.4%	-0.2
CCOc1ccccc1C(=O)Nc1cc(OC)ccc1OC	-0.4%	13.8
Cc1ccc(NC(=O)C(OC(=O)c2ccccc2Cl)c2ccccc2)cc1Cl (configuration not stated)	?	/
COC(=O)c1ccccc1NC(=S)N(Cc1ccc2c(c1)OCO2)Cc1cc2cc(OC)ccc2[nH]c1=O	?	/
O=[N+]([O-])c1ccccc1/C=N/NC1=NS(=O)(=O)c2ccccc21	?	/
CCOP(=O)(NC(c1ccccc1)c1nc2ccccc2[nH]c1=O)OCC (configuration not stated)	?	/
O=C1c2ccccc2C(Nc2ccccc2)N1c1ccc(Cl)cn1 (configuration not stated)	?	/
Nc1nnc(Cc2ccc(F)cc2)s1	?	/
Cc1sc(NC(=S)NC(=O)C2CCCCC2)c(C(N)=O)c1C	?	/
Cc1nn(Cc2ccc(C(=O)NN)o2)c(C)c1Cl	-3.0%	-0.1
CCS(=O)(=O)CCSc1nc(C)cc(C)n1	?	/
COc1cc(CN2C(=S)NC(C)(C)CC2(C)O)cc(OC)c1 (configuration not stated)	-1.5%	-15.2
